# Source: PubChem BioAssay (several laboratories)
# eLon inh – inhibitors of E. coli Lon protease, primary screen, biochemical, fluorescence polarization. P0A9M0. purified E. coli Lon protease. inhibition, % at 7.94 µM. 360,000 tested, 0.42% active; in the data active = inhibition above about 13%, passing the limit was not always enough;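 also: 0% = enzyme with probe and DMSO and 100% = no enzyme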
# TbMetRS inhib – T. brucei MetRS inhibitors, primary screen, biochemical, luminescence. AID 624268, 2012. methionyl-tRNA synthetase (Trypanosoma brucei brucei). inhibition, % at 11.9 µM. purified T. brucei MetRS, ATP depletion, Kinase-Glo luminescence. 360,000 tested, 0.4% active;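 active = inhibition above a per-plate cutoff of the control wells' mean inhibition plus 3 SD, cut at about 5.5% in these data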;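 also: 0% = DMSO wells median and 100% = median of wells with control inhibitor compound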
#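 assay system = parasite MetRS enzyme | timing = 15 min preincubation, 2 h reaction, all 25 °C | evaluation = percent inhibition relative to median high and low control wells | medium = HEPES buffer containing pyrophosphatase, BSA, spermine, DTT | compound = single dose, 11.9 µM final nominal, 0.9% final DMSO | detection = Kinase-Glo luminescence, ATP depletion format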
# Rin1-Abl PPI inh – inhibitors of Rin1-Abl protein binding, primary screen, biochemical, TR-FRET. Tyrosine-protein kinase ABL1 (Homo sapiens) + Ras and Rab interactor 1 (Homo sapiens), …. inhibition, % at 7.35 µM. 360,000 tested, 0.4% active. AID 588664, 2011; in the data active = inhibition above about 5%, passing the limit was not always enough
# MsrA act – bovine MsrA enzyme activators, primary screen, biochemical, absorbance, HTS; 360,000 tested, 0.3% active; purified bovine MsrA, absorbance read-out; activation, % at 10.6 µM; AID 602163, 2012; in the data active = activation above about 7.5%;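 also: 0% = vehicle and 100% = reference activator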
# CSN deneddyl inh – inhibitors of CSN-mediated cullin deneddylation, primary screen, biochemical, fluorescence polarization, uHTS; COP9 signalosome complex subunit 5 (Homo sapiens), Q92905; Purified CSN, SCF-Nedd8-OG deneddylation; inhibition, % at 12.5 µM; 360,000 tested, 0.38% active; AID 651999, 2013;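 active = pattern-corrected inhibition above about 35%, with an unprinted fluorescence ratio check between 0.5 and 1.5, limit read from the data, passing the limit was not always enough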;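 also: 0% = enzyme with substrate and 100% = substrate without enzyme; some results filed as inactive read as strong as hits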
# Target sequence (Q92905 whole entry, looked up, one chain of several): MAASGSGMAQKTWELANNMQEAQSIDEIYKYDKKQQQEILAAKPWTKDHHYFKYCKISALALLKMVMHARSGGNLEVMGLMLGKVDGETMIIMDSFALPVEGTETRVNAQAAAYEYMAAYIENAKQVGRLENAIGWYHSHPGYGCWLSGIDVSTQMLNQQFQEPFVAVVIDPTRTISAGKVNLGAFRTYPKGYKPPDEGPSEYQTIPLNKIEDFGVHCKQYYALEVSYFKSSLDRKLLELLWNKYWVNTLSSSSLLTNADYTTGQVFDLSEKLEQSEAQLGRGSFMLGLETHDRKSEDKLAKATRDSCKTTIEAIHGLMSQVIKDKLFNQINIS
#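 assay system = purified human Csn5 enzyme expressed in HEK293T cells | amount = 0.24 nM enzyme | buffer or medium = Tris/NaCl/DTT buffer, pH 7.5 | reagent = 10 nM SCFSkp2-Nedd8OG | compound = one concentration, 12.5 µM, 0.25% DMSO | times = 90 min reaction at room temperature | signal = FP | read-out basis = % inhibition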
# FAS-TE inh – FAS thioesterase domain inhibitors, primary screen, biochemical, fluorescence intensity, uHTS; Fatty acid synthase (Homo sapiens), P49327; recombinant FAS-TE, OMFH fluorogenic substrate, fluorescence endpoint; inhibition, % at 15 µM; 360,000 tested, 0.67% active; AID 602261, 2012;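 active = compounds whose normalised, plate-corrected inhibition of enzyme fluorescence in the single-dose primary screen is 50% or more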;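 also: 0% = DMSO with enzyme and 100% = substrate without enzyme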
# Neddyl block – inhibitors of cullin neddylation, primary screen, biochemical, TR-FRET, uHTS, NAE and Ubc12 | AID 651699, 2012 | NEDD8-conjugating enzyme Ubc12 (Homo sapiens) + NEDD8-activating enzyme E1 regulatory … | calls only at 25 µM | 360,000 tested, 0.58% active; in the data active = inhibition above about 36%
# Target sequence (P61081 whole entry, looked up): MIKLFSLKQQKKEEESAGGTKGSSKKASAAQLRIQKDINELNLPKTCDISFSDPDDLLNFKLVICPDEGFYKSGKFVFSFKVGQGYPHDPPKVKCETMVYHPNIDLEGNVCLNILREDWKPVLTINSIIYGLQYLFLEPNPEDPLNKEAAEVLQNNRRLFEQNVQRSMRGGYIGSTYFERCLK
# Target sequence (Q13564 whole entry, looked up): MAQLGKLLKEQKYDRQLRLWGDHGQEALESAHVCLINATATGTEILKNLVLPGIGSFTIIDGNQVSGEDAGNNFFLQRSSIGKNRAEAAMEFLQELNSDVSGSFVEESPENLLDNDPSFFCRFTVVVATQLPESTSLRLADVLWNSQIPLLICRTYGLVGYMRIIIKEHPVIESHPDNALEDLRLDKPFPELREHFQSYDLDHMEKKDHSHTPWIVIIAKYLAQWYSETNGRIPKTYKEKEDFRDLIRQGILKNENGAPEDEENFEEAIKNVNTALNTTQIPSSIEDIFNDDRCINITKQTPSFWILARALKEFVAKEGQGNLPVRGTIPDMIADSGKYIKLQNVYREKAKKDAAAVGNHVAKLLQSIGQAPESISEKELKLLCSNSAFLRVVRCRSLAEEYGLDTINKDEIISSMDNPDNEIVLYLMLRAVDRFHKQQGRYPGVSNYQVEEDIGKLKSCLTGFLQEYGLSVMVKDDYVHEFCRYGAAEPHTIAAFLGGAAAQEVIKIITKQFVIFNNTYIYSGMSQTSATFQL
# MsrA inh – bovine MsrA enzyme inhibitors, primary screen, biochemical, absorbance, HTS | purified bovine MsrA, absorbance read-out | inhibition, % at 15.5 µM | 360,000 tested, 0.75% active; in the data active = inhibition above about 4.5%;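 also: 0% = vehicle wells with enzyme and 100% = reference inhibitor wells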
# PABP1 MLLE inh – inhibitors of PABP1 MLLE–PAM2 peptide binding, primary screen, biochemical, fluorescence polarization, FITC-PAM2, GST-MLLE | inhibition, % at 20 µM | 360,000 tested, 0.36% active | AID 588489, 2011; in the data active = inhibition above about 35%, passing the limit was not always enough;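 also: plate controls were DMSO wells with GST-MLLE for no effect and wells lacking GST-MLLE protein for full effect; some results filed as inactive read as strong as hits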
# An asterisk follows results filed as active; i = inactive; nt = not tested or not shown.
# Results follow in this order: MsrA inh	Rin1-Abl PPI inh	CSN deneddyl inh	MsrA act	Neddyl block	PABP1 MLLE inh	TbMetRS inhib	FAS-TE inh	eLon inh
- Cc1cccnc1NS(=O)(=O)c1ccccc1
 : -0.3	-1	-4	-8	i	0	-0.4	-7	-14
- COc1cc(OC)cc(-c2nnc(N(C)C(=O)c3ccncc3)s2)c1
 : 0.5	-7	-1	-4	i	8	0.3	-2	6
- N#Cc1ccccc1OCC(=O)NCCNC(=O)COc1ccccc1C#N
 : 0.1	-1	5	0	i	-9	-0.1	-7	8
- O=C(CN1CCN(C(=O)C2CC2)CC1)Nc1ccc(Cl)cc1F
 : -0.3	1	-7	-1	i	9	-0.3	-3	-10
- COc1ccccc1NC(=O)C1CCN(c2ncnc3c2nc2n3CCCCC2)CC1
 : -0.2	6	-4	-4	i	2	-0.5	3	0
- CC(C)C1N=C2c3ccccc3N=C(SCC#N)N2C1=O (stereo not drawn)
 : 0.3	-3	4	-4	i	-8	0.2	-5	-3
- COc1ccc2nc(SCC(=O)NC3CCCC3)c(C)cc2c1
 : -1.3	-1	1	0	i	10	0.3	7	-8
- Cc1nn(Cc2cccc(C(=O)N3CCCC(C)C3)c2)c(C)c1[N+](=O)[O-] (stereo not drawn)
 : 0.2	1	-4	2	i	9	-0.3	4	0
- Brc1ccc(-c2noc3c2-c2nc(C4CCCCC4)sc2CC3)cc1
 : 0.6	-1	2	-2	i	17	-0.3	21	-8
- Cc1cc(/C=N\NC(=O)CC(=O)NC2CCCCC2)c(C)n1-c1cccc(Cl)c1Cl
 : 0.6	1	-7	-8	i	8	-0.1	14	-8
- CCC(C(=O)NC(C)(C)C)N(Cc1ccc(F)cc1)C(=O)c1snc(C(N)=O)c1N (stereo not drawn)
 : -0.4	-1	-3	-12	i	-4	-1.8	-3	4
- COc1cc(S(=O)(=O)NCC2COCCO2)ccc1-n1cnnn1 (stereo not drawn)
 : 0.4	3	2	-2	i	-2	0.1	-11	-8
- O=C1c2cccc3cccc(c23)C(=O)N1CCCc1n[nH]c(=S)n1-c1ccccc1
 : -0.6	-3	3	-3	i	28	-0.9	-3	7
- CC(C)c1nc(SCC(=O)NC2CCCC2)c2ccccc2n1
 : 0.5	-1	-2	-4	i	15	-0.3	-5	0
- COc1cc(C(=O)Nc2ccc3nc4n(c(=O)c3c2)CCCCC4)cc(OC)c1OC
 : -0.5	-1	0	-2	i	5	-0.6	-2	0
- O=C(NCC(O)c1ccccc1)Nc1cccs1 (stereo not drawn)
 : 0.4	2	1	1	i	15	0.2	-4	-5
- Cc1ccc(NCc2ccccc2O)c(C)c1
 : 2.7	-2	3	0	i	15	-0.6	-2	-7
- CCCCCc1c(C)nc(SCC(=O)O)[nH]c1=O
 : -0.2	3	-1	-3	i	4	0.4	-5	-3
- CC(=O)N1CCOc2ccc(S(=O)(=O)NCCc3cccc(C)c3)cc21
 : -0.9	4	-7	-1	i	9	-0.2	-4	1
- O=C(NC1CCCCC1)c1ccc(-c2cn[nH]c2)c2ccoc12
 : 0.9	-2	-5	-2	i	4	-0.3	-5	-8
- Cc1c2ccccc2nc2c(F)c(NCCO)c(F)c(F)c12
 : -0.6	7	10	-14	i	126	-0.7	-29	50*
- NC(=O)NC(CC(=O)NNC(=O)c1cccs1)c1ccc(Cl)cc1 (stereo not drawn)
 : -0.9	2	0	-1	i	-7	-0.2	-6	3
- C=C1C(=O)O[C@H]2[C@H]1[C@H](OC(=O)/C(C)=C\C)C[C@]1(CO1)[C@@H]1[C@H](OC(C)=O)C=C(C)[C@]21O
 : -0.3	5	1	-3	i	2	-0.3	-9	-3
- COc1ccc(NC(=O)c2c(-c3c(Cl)cccc3Cl)noc2C)c(OC)c1
 : -1.8	-2	3	-2	i	7	0.5	21	3
- CCc1ccc(NC(=O)Nc2cccc(OC)c2)cc1
 : -0.3	4	5	-6	i	3	-0.6	1	1
- Cc1ccc(S(=O)(=O)N2CCOCC2)cc1NC(=O)COc1cccc(Oc2ccccc2)c1
 : 0.5	-3	5	0	i	-6	-0.4	23	-6
- O=S(=O)(/N=C(\c1ccccc1F)N1CCCCC1)c1ccccc1
 : 0.8	0	-2	-5	i	-3	-0.6	-12	-5
- COc1cccc(/C=N/NC(=O)c2cnn(-c3ccccc3)c2N)c1
 : 0.1	-4	0	-4	i	1	-0.6	-3	7
- CN1C(=O)N(C)C2C1NC(=O)N2C (stereo not drawn)
 : -0.4	5	-4	-3	i	9	-1.0	-8	5
- COc1ccc(C2(CNC(=O)c3ccc(OC)c([N+](=O)[O-])c3)CCOCC2)cc1OC
 : 0.2	-2	4	-1	i	3	0.4	-4	-2

# The listing continues.
# Results follow in this order: MsrA inh	Rin1-Abl PPI inh	CSN deneddyl inh	MsrA act	Neddyl block	PABP1 MLLE inh	TbMetRS inhib	FAS-TE inh	eLon inh
- COc1ccc(S(=O)(=O)N2CCCCC2c2cc(C(=O)Nc3ccc(OC)cc3C)no2)cc1 (stereo not drawn)
 : 0.6	2	4	-3	i	6	0.1	12	1
- CCCNC(=O)N1CCC(C(=O)c2ccc(Cl)cc2)CC1
 : 1.9	3	1	-1	i	-18	-0.6	-7	-10
- Cc1ccc(Cn2ncc3c(NCCCN4CCOCC4)ncnc32)cc1
 : 0.3	0	-2	1	i	10	-0.3	-7	-5
- Cc1cc(C(=O)N2CCN(Cc3ccccc3)CC2)ccc1[N+](=O)[O-]
 : -1.1	1	1	-2	i	11	-0.7	10	-7
- CCCC(=O)N(C)c1nnc(-c2ccc(OC)cc2)s1
 : -1.3	-2	-3	-1	i	26	-0.5	-2	-1
- Cc1ccc(O)c(C(=O)C=Cc2ccccc2)c1
 : 0.8	2	9	-5	i	8	-0.2	2	-3
- Cc1cc2c(NC(=O)Nc3ccccc3)cccc2nn1
 : 1.2	-4	2	-4	i	3	0.3	-1	-3
- CC(C)(C)OC(=O)CNC(=O)c1[nH]cnc1C(=O)NCCCCCN
 : -0.1	2	-2	-2	i	6	-0.1	-9	-5
- CN(C)C=NC(=O)c1cccn1-c1ncc(C(F)(F)F)cc1Cl
 : 1.6	2	-1	-3	i	1	0.6	-3	4
- COc1ccccc1CNC(=O)COc1ccc([N+](=O)[O-])cc1
 : 0.6	2	1	-1	i	1	0.8	19	-1
- O=S(=O)(Nc1ccc(Cl)cn1)c1cccc(S(=O)(=O)c2ccccc2)c1
 : -0.2	3	-7	-15	i	13	1.6	-9	5
- O=C(c1cc(-c2ccc(Cl)cc2Cl)on1)N1CCN(C(=O)c2ccco2)CC1
 : 0.1	-4	1	-11	i	-9	-0.9	-4	-7
- COc1ccc(CCn2c(NN=C(C)C)nc3c2c(=O)[nH]c(=O)n3C)cc1
 : -0.5	-4	3	-8	i	-14	-0.8	-5	5
- CC(C)(C)OC(=O)N1CCc2onc(-c3ccc(N)cc3)c2C1=O
 : 0.4	-1	1	-3	i	-7	-1.2	-4	3
- CCOC(=O)c1cnc(-c2ccccc2)nc1Oc1ccc(C)cc1
 : 0.7	4	4	-3	i	-9	-0.7	23	-4
- CCc1ccc(N2C(=O)C(Cl)=C(N3CCOCC3)C2=O)cc1
 : -0.3	-1	-13	-2	i	18	-1.2	0	1
- Cc1ccccc1NC(=O)CSc1ccc2nnc(-c3ccccn3)n2n1
 : 0.8	0	-5	-4	i	-2	0.2	-6	-5
- Cc1onc(C(=O)NN)c1-c1csc(COc2ccccc2)n1
 : 1.2	-1	4	-7	i	6	-0.3	-2	0
- C=C[C@@H]1c2ccccc2N(S(=O)(=O)c2ccc(C)cc2)[C@H](c2ccc(OC(C)=O)cc2)C1(C#N)C#N
 : 1.1	2	-4	-3	i	4	-0.1	62*	-3
- O=C(c1cc(=O)[nH]c2ccccc12)N1CCN(S(=O)(=O)c2ccc3ccccc3c2)CC1
 : 2.2	-2	3	0	i	-23	-0.2	6	2
- COc1ccc(OC)c(S(=O)(=O)N2CCC(C(=O)N3CCc4ccccc4C3)CC2)c1
 : 0.8	6	0	-2	i	12	-0.5	8	-1
- COc1ccc(S(=O)(=O)N2CCCCC2)cc1NS(=O)(=O)c1ccccc1
 : 0.5	2	-2	-6	i	-1	-0.2	-2	3
- O=C(N/C(=C\c1ccc(Br)cc1)C(=O)N1CCOCC1)c1ccc([N+](=O)[O-])cc1
 : 2.3	-1	5	-2	i	7	1.6	91*	-2
- CCOC(=O)/C(C#N)=C/Nc1cc(OC)ccc1OC
 : 2.6	-1	-6	-2	i	9	0.1	0	-1
- O=C(Cc1ccsc1)Nc1ccccc1F
 : -0.9	-3	0	-3	i	1	-0.2	-3	-20
- COc1cc2ccccc2ccc1=NO
 : 0.1	-1	0	-3	i	-4	-0.4	-8	2
- COc1ccc(NC(=O)c2ccc(CN3CCN(c4ccccc4)CC3)cc2)cc1OC
 : nt	0	-3	1	i	1	-0.9	8	6
- COc1cc2c(cc1OC)CN(CC(=O)Nc1ccc(F)cc1)CC2
 : -0.1	2	-2	-4	i	-12	-1.0	-9	-1
- Cc1ccc(S(=O)(=O)Nc2ccccc2NS(=O)(=O)c2ccc(C)cc2)cc1
 : -1.4	-1	5	-3	i	-7	-0.2	12	2
- COc1ccccc1C(=O)N1[C@@H](C(C)C)COc2cc(Br)ccc2S1(=O)=O
 : -0.8	4	0	0	i	11	-0.9	28	-2

# (cont.)
# Results follow in this order: MsrA inh	Rin1-Abl PPI inh	CSN deneddyl inh	MsrA act	Neddyl block	PABP1 MLLE inh	TbMetRS inhib	FAS-TE inh	eLon inh
- O=C(Cc1ccccc1)N/N=C/c1ccc(OC(=O)/C=C\c2ccco2)cc1
 : 0.4	0	-1	-3	i	0	-0.4	-2	-10
- Cc1c(Cl)cccc1NC(=S)N1CCCCCC1
 : 0.8	2	-4	-11	i	-85	-0.8	-2	-2
- Cc1ccc(NC(=O)CN2CCCCCC2)cc1Br
 : -1.6	-2	4	-8	i	-6	-0.4	-4	-3
- CCOC(=O)c1sc2nc(C)nc(SC(C)C(=O)N(C)c3ccccc3)c2c1C (stereo not drawn)
 : 0.1	-1	-4	-1	i	-7	-0.2	21	-4
- O=C(O)CCCCCn1c(SCc2cc(=O)n3ccccc3n2)nc2ccsc2c1=O
 : 3.5	-6	-8	-11	i	-7	-1.0	0	2
- O=C(CNC(=O)c1cccs1)NCCN1CCN(Cc2ccccc2)CC1
 : 0.9	1	-2	-4	i	-9	-0.2	-12	-6
- COc1ccc(C(=O)C[C@@H]2OC[C@H](C(C)C)N2S(=O)(=O)c2ccc(C)cc2)cc1OC
 : 0.7	nt	3	nt	i	nt	-0.6	nt	nt
- O=C(N/N=C/c1cccc(O)c1)c1ccc(NC(=O)C2CCCCC2)cc1
 : 2.2	2	5	-5	i	0	0.1	1	-10
- Cc1ccc(F)c(S(=O)(=O)NC(=O)C2(C)CCN2C(=O)Cc2ccccc2Cl)c1 (stereo not drawn)
 : -0.1	-3	-2	-2	i	-16	0.2	-7	0
